M. tuberculosis HTS = M. tuberculosis growth inhibition, HTS (AID 449762); M. tuberculosis H37Rv growth inhibition, 7H9 media; higher % means a stronger effect; inhibition, % at 25 µM; hits with a dose series show IC50 in µM; actives 0.59% (n = 330,000); in the data active = a potency from the dose series; inconclusive = inhibition above about 70% without an active follow-up result;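 note: bacterial growth assessed after seven days of incubation; strong numbers were not always called active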
H1N1 NS1A inhibition = H1N1 influenza NS1A inhibitors, functional cell based assay (AID 504329); NS1A functional cell-based assay, percent inhibition; higher % means a stronger effect; inhibition, % at 12.5 µM; hits with a dose series show IC50 in µM; actives 0.3% (n = 340,000); in the data active = a potency from the dose series; inconclusive = inhibition above about 27% without an active follow-up result; note: strong numbers were not always called active
inhibitors of VEEV = inhibitors of VEEV TC-83 cytopathic effect, confirmation, Vero cells (AID 588727) | Vero cells, VEEV TC-83 cytopathic effect inhibition; higher % means a stronger effect | one-dose inhibition, % at 20 µM; IC50 in µM for titrated hits | actives 0.13% (n = 350,000); in the data active = a potency from the dose series; inconclusive = inhibition mostly from about 14% at the one dose, without a potency; inactive = the rest, 99 in 100 with inhibition below about 12%; note: strong numbers were not always called active
Salmonella PhoP GFP = PhoP regulon inhibitors, Salmonella typhi PhoP promoter GFP reporter, confirmatory (AID 1850); Salmonella Typhi PhoP-promoter GFP reporter, fluorescence, 4 h; higher % means a stronger effect; inhibition, % at 50 µM; hits with a dose series show IC50 in µM; actives 0.33% (n = 310,000); in the data active = a potency from the dose series; inconclusive = inhibition mostly from about 25% at the one dose, without a potency; inactive = the rest, 99 in 100 with inhibition below about 19%;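 note: 0% = induced wells with vehicle and 100% = uninduced wells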
M. tuberculosis = growth inhibition of non-replicating M. tuberculosis (AID 488890) | Mycobacterium tuberculosis non-replicating, growth inhibition; higher % means a stronger effect | inhibition, % at 25 µM, or IC50 in µM where a hit was titrated | actives 0.39% (n = 320,000); in the data active = a potency from the dose series; inconclusive = inhibition mostly from about 82% at the one dose, without a potency; inactive = the rest, 99 in 100 with inhibition below about 76%;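 note: plate controls were DMSO cells for no effect and high antibiotic wells for full effect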
inhibitors of VEEV 10K pilot screen = second read-out of inhibitors of VEEV, no call of its own (marks repeat the call); inhibition, %; measured here: 10K pilot screen inhibition
* = called active by the depositor; i = inactive; ? = inconclusive; nt = not tested or not shown.

SMILES | M. tuberculosis HTS | H1N1 NS1A inhibition | inhibitors of VEEV | Salmonella PhoP GFP | M. tuberculosis | others
COc1cccc(CNC2CCCC2)c1 | -3.0% | -9.4% | 0.2% | -0.1% | -8.8%
CCOC(=O)C1=C(COC(=O)c2cc(OC)c(OC)cc2[N+](=O)[O-])NC(=O)NC1C (stereo not drawn) | -0.9% | -1.6% | 8.1% | 1.8% | 1.8%
O=C(Cn1ccc([N+](=O)[O-])n1)N1CCCCC1 | 1.6% | 7.8% | 1.8% | -13.2% | -6.3%
Cc1ccc(NC(=S)NC(=O)C2CC2)c(C)c1 | 14.9% | -5.8% | 2.9% | -3.1% | ?
O=C(COC(=O)CCC(=O)c1ccc(Cl)cc1)NC1CC1 | 2.3% | 0.9% | i | -4.7% | 28.1%
CCCc1cc(=O)oc2cc(C)cc(O)c12 | -8.3% | -0.1% | i | 4.8% | -2.4%
O=C(CNC(=O)c1ccc(Br)o1)NNC(=O)c1ccccc1F | -4.8% | 25.8% | 1.1% | -0.6% | 2.3%
Cn1c(=O)c2c(SCC(=O)Nc3cccc(F)c3)nc(-c3ccco3)nc2n(C)c1=O | -21.5% | -25.0% | i | -4.9% | -12.7%
COc1ccccc1NC(=O)C1CCCCN1S(=O)(=O)c1ccc(F)cc1 (stereo not drawn) | -11.9% | -3.8% | 2.4% | -2.5% | 10.1%
COc1ccc(-c2c(C#N)c(N)n(N)c(=O)c2C#N)cc1Cl | -1.3% | -0.3% | 2.4% | 0.0% | -16.0%
COc1ccc(S(=O)(=O)c2ccc(O)cc2)cc1 | 15.3% | -7.8% | 2.6% | -0.6% | 61.5%
CCOc1cc(/C=C(\C(=O)O)c2ccc(S(=O)(=O)N3CCCC3)s2)ccc1OC | 7.2% | 5.3% | 1.6% | nt | 18.6%
O=C(CCc1nc(-c2ccccc2F)no1)Nc1ccc(Oc2ccccc2)cc1 | ? | 1.5% | i | -6.8% | 53.1%
N#Cc1ccc(NC(=O)Cn2cnc(S(=O)(=O)N3CCc4ccccc43)c2)cc1 | 6.5% | -2.9% | 0.7% | 3.3% | 7.6%
CC(CCc1ccccc1)NC(=O)CN1CCOc2ccccc21 (stereo not drawn) | -2.3% | -0.3% | 1.2% | -3.5% | 5.9%
CN(C)CCNc1ccc(Cl)cc1[N+](=O)[O-] | 2.6% | -3.3% | 2.3% | 1.0% | -44.9%
O=C(OCC(=O)N1CCCCCC1)c1ccccc1Br | 4.0% | -8.1% | 2.0% | nt | nt
CC(=O)N(c1ccccc1)C(C)c1nc(C#N)c(C#N)nc1C (stereo not drawn) | -2.0% | -6.6% | 0.8% | -5.6% | -3.5%
CCC1SC(CC)C(=O)N(CC(=O)NC2CCCCC2)C1=O (stereo not drawn) | nt | -4.6% | 0.9% | nt | nt
O=C(O)CCCC(=O)Nc1ccccc1C(=O)O | 0.8% | -4.8% | i | -4.7% | -2.1%
O=C(N/N=C/c1ccc(OC(F)F)cc1)c1cccc(S(=O)(=O)N2CCOCC2)c1 | 8.8% | 6.2% | 0.8% | -3.0% | 2.8%
COc1ccccc1CN1CC(C(=O)NCCc2ccccc2Cl)CCC1=O (stereo not drawn) | 1.9% | -9.7% | 4.0% | 15.0% | 10.9%
CCN1CCN(C(=O)CCCn2c(C)c3cnn(-c4ccccc4)c(=O)c3c2C)CC1 | -1.1% | -15.4% | 0.2% | -6.4% | -9.7% | inhibitors of VEEV 10K pilot screen=0.3
Cc1ccccc1C(=O)NC(=S)NCCC1=CCCCC1 | 2.7% | nt | 3.0% | 4.4% | 28.6%
Cc1ccc(N2C(=O)C(CN3CCOCC3)C2c2ccccc2)cc1 (stereo not drawn) | 1.1% | -4.8% | 0.6% | -5.2% | 14.2%
O=C(Nc1ccc(F)cc1F)c1ccc(-n2cncn2)nc1 | 2.0% | -2.3% | 5.0% | 8.7% | -12.0%
O=c1[nH]nc(SCc2nnc(-c3ccc([N+](=O)[O-])cc3)o2)n1C1CCCCC1 | 7.8% | -19.1% | 2.1% | 2.6% | -21.6%
COCCNC(=O)CN(c1cccc(OC)c1)S(=O)(=O)c1ccc(C)cc1 | 7.3% | -8.8% | 0.4% | 0.0% | 3.1%
CC1=C(C(=O)OC(C)C)C(c2cccs2)C(C(=O)OC(C)C)=C(C)N1 | 0.9% | -5.0% | 4.0% | 2.5% | -8.0%
O=C1OCC2=C1C(c1ccc3c(c1)OCO3)c1cc3c(cc1O2)OCO3 (stereo not drawn) | nt | 3.9% | 2.5% | nt | nt
O=C1C(=O)N(CCS(=O)(=O)c2ccccc2)c2ccc(F)cc21 | -3.6% | 2.7% | i | -7.2% | 21.0%
CSCCCNC(=S)N1CCN(S(=O)(=O)c2cccc(C(F)(F)F)c2)CC1 | -5.6% | -7.1% | i | 7.7% | 30.8%
O=C(Nc1nnc(S(=O)(=O)N2CCOCC2)s1)c1ccc(Cl)cc1 | 8.5% | -0.2% | 3.2% | 0.4% | 46.2% | inhibitors of VEEV 10K pilot screen=0.5
CCn1c(=O)n(CC)c2cc(N3CCCC3)c(NC(=O)c3ccccc3C)cc21 | 17.6% | 6.0% | 8.2% | -0.1% | 21.8%
Cc1cc(C(=O)COC(=O)c2ccc[nH]c2=O)c(C)n1CCc1ccc(F)cc1 | 9.4% | -3.3% | 2.5% | -1.8% | 14.0%
Cc1cc2nc(Cl)c(Cl)nc2cc1C | 3.1% | 11.6% | 0.8% | 8.9% | -4.8%
O=C1c2ccccc2C(=O)N1CC(=O)N1c2ccccc2Sc2ccccc21 | 0.7% | 0.7% | i | -0.4% | -1.1%
COc1ccc(N=Nc2ccc(N)nc2N)cc1 | 3.4% | 20.4% | 3.2% | 0.0% | 6.5%
COc1ccc(-n2nc(C(=O)NCC(=O)N3CCN(c4ccccc4)CC3)c3ccccc3c2=O)cc1OC | 2.5% | 9.3% | 3.4% | 1.0% | 16.2%
CNC(=O)COC(=O)c1cc(-c2ccccc2)nn1-c1ccccc1 | -10.3% | -1.1% | 0.6% | 4.8% | 45.1%
O=C(CCCCCCCCCCC(=O)NCc1cccnc1)NCc1cccnc1 | -0.1% | -23.5% | 2.6% | 1.9% | -3.5%
COc1ccc(CN2CCNC(=O)C2CC(=O)NC2CCCC2)cc1OC (stereo not drawn) | -8.6% | -5.4% | i | 5.7% | 15.9%
O=C(NCCCN1CCCC1=O)C1CCN(S(=O)(=O)c2ccc(Cl)cc2)CC1 | -5.0% | -15.7% | 0.6% | nt | -10.1%
CCNC(=O)COC(=O)c1cc(S(=O)(=O)N2CCCCC2)ccc1C | -3.7% | -7.2% | i | -8.4% | -9.6%
CCn1ccnc1CN1CCN(CC=C(C)C)C(CCO)C1 (stereo not drawn) | -1.6% | 4.5% | 0.5% | -7.9% | -6.8% | inhibitors of VEEV 10K pilot screen=0.3
CCN(CC)S(=O)(=O)c1ccc2c(c1)c(=O)c(C(=O)NCCCN(C)c1ccccc1)cn2C | -16.4% | 3.0% | 1.4% | -3.6% | -4.5%
NC(=O)c1oc2ccccc2c1NC(=O)c1ccc([N+](=O)[O-])o1 | ? | -4.8% | 25.9% | 3.5% | ?
CSc1ccc(S(=O)(=O)N2CCC(C(=O)Nc3cccnc3)CC2)cc1 | -2.2% | -10.3% | 0.3% | 3.6% | 2.7%
Cc1ccc(N2CC(NC(=O)C(=O)c3c(C)[nH]c4ccccc34)CC2=O)cc1 (stereo not drawn) | 10.3% | -5.0% | 5.2% | -6.7% | -0.3%
COC(=O)c1ccccc1NC(=O)c1ccccc1NS(C)(=O)=O | 14.4% | 6.1% | 0.7% | -6.2% | 3.3%
CCCCC[C@H]1CN(C2CCCCC2)C(=O)[C@@H]1CC(=O)NCc1ccc(OC)cc1 | 3.3% | -11.8% | i | 0.2% | 21.7%
O=C(CCN1C(=O)/C(=C/c2cccs2)SC1=S)Nc1ccc(C(=O)O)cc1 | -2.8% | 9.8% | 0.4% | 1.3% | 8.1%
COc1ccccc1CCC(=O)NNC(=O)c1ccncc1 | 41.0% | -0.9% | 0.2% | -1.4% | 1.5%
Cc1ccc2nc(NC(=O)COC(=O)c3ccccn3)sc2c1 | -0.1% | 8.2% | 1.3% | -9.9% | 76.5%
CCOc1ccc(NC(=O)C2CCN(S(=O)(=O)c3ccc4c(c3)NC(=O)C(C)S4)CC2)cc1 (stereo not drawn) | 1.6% | 4.0% | 2.8% | -0.8% | -2.2%
CCCCOP(=O)(c1ccc(N(C)C)cc1)C(O)c1cc(OC)ccc1OC (stereo not drawn) | 5.1% | 21.3% | 1.0% | -6.1% | -0.6%
COC(=O)CN1C(=O)[C@H]2[C@@H](c3ccc(C)o3)N3C(=O)CN(CC4CC4)C(=O)[C@@]3(C)[C@H]2C1=O | -10.3% | -2.3% | 0.2% | 9.9% | 4.6%
CC(C)Cn1cnc2c1c(=O)[nH]c(=O)n2Cc1ccccc1 | -1.7% | -10.0% | i | -2.6% | 0.1%
CC(=O)Nc1cc2c3c(c1)CC(=O)N3CCC2 | -0.7% | 0.6% | 1.1% | 6.7% | -13.6%
O=C(CSc1cccc[n+]1[O-])c1ccc(Cl)s1 | ? | 0.1% | 0.9% | 22.1% | ?

Ordered by formula weight (ascending): some entries from above.
SMILES | M. tuberculosis HTS | H1N1 NS1A inhibition | inhibitors of VEEV | Salmonella PhoP GFP | M. tuberculosis | others
CC(C)Cn1cnc2c1c(=O)[nH]c(=O)n2Cc1ccccc1 | -1.7% | -10.0% | i | -2.6% | 0.1%
Cc1ccc2nc(NC(=O)COC(=O)c3ccccn3)sc2c1 | -0.1% | 8.2% | 1.3% | -9.9% | 76.5%
COC(=O)c1ccccc1NC(=O)c1ccccc1NS(C)(=O)=O | 14.4% | 6.1% | 0.7% | -6.2% | 3.3%
Cc1ccc(N2CC(NC(=O)C(=O)c3c(C)[nH]c4ccccc34)CC2=O)cc1 (stereo not drawn) | 10.3% | -5.0% | 5.2% | -6.7% | -0.3%
CSc1ccc(S(=O)(=O)N2CCC(C(=O)Nc3cccnc3)CC2)cc1 | -2.2% | -10.3% | 0.3% | 3.6% | 2.7%
CCN(CC)S(=O)(=O)c1ccc2c(c1)c(=O)c(C(=O)NCCCN(C)c1ccccc1)cn2C | -16.4% | 3.0% | 1.4% | -3.6% | -4.5%
CCOc1ccc(NC(=O)C2CCN(S(=O)(=O)c3ccc4c(c3)NC(=O)C(C)S4)CC2)cc1 (stereo not drawn) | 1.6% | 4.0% | 2.8% | -0.8% | -2.2%

New compounds follow
SMILES | M. tuberculosis HTS | H1N1 NS1A inhibition | inhibitors of VEEV | Salmonella PhoP GFP | M. tuberculosis | others
COc1ccc(S(=O)(=O)N2CCOC2CNC(=O)C(=O)NCc2ccncc2)cc1 (stereo not drawn) | -2.6% | -9.9% | 3.9% | 3.0% | -3.2%
O=C(COC(=O)CCN1C(=O)c2cccc([N+](=O)[O-])c2C1=O)NC1CCS(=O)(=O)C1 (stereo not drawn) | 0.9% | -7.7% | 0.5% | 2.2% | 5.3%
O=C(O)CCC(=O)Nc1ccc(/C=C/C(=O)C2CC2)cc1 | 7.1% | -12.0% | 3.7% | -5.9% | -0.2%
CN(CC1CCCN(CCc2cccc(C(F)(F)F)c2)C1)C(=O)c1cc2ccccc2o1 (stereo not drawn) | nt | 7.7% | i | nt | nt
Cc1coc2c(C)c3oc(=O)c(CCC(=O)NCCCn4ccnc4)c(C)c3cc12 | 3.8% | -8.1% | 3.8% | -1.8% | 29.2%
CC1(C)N=C(c2ccccc2)C(c2ccccc2)=N1 | nt | 1.6% | i | nt | nt
COc1ccc(NC(=S)Nc2ccccc2OC)c(OC)c1 | -3.1% | 0.2% | 4.3% | 6.2% | 14.5%
CCN(CC)S(=O)(=O)c1ccc(N2CCOCC2)c(NC(=O)c2cnccn2)c1 | -5.1% | 26.9% | 5.0% | -10.3% | 7.8%
Cc1coc2cc3oc(=O)c(Cc4ccccc4)c(C)c3cc12 | 3.4% | -3.2% | 1.5% | -4.5% | 19.1%
ClCC1CN(Cc2ccccc2Cl)CCO1 (stereo not drawn) | 4.3% | 1.3% | 1.9% | -7.8% | -7.7%
Cc1c(C#N)c2ncn(CCCN(C)C)c(=O)c2n1-c1ccccc1 | -7.0% | -2.6% | 0.7% | 2.8% | -3.2%
CC12CCC(C(=O)NNC(=O)c3ccc(Br)cc3)(OC1=O)C2(C)C (stereo not drawn) | 0.4% | 1.9% | 0.8% | 4.4% | 7.8%
CC1CCN(C(=O)CNC(=O)CNC(=O)Cc2ccccc2)CC1 | -12.6% | -8.8% | 1.1% | -6.7% | -6.9%
Cc1nnc(SCc2cccs2)[nH]c1=O | -1.7% | -1.0% | 0.5% | 3.3% | -11.5%
